MCL1-BIM inh: inhibitors of human MCL1 binding to BIM-BH3 peptide; Q07820; GST-MCL1 / FITC-Bim-BH3 fluorescence polarization; inhibition, % at 10.9 µM; 320,000 tested, 0.68% active; AID 2057;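 active = inhibition above the mean inhibition of all tested compounds plus 3 SD, set per campaign, cut at about 40% in these data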;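 note: 0% = DMSO wells and 100% = unlabeled Bim-BH3 peptide control; higher means more loss of mP so more displacement of Bim peptide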
Target sequence (Q07820 whole entry, looked up): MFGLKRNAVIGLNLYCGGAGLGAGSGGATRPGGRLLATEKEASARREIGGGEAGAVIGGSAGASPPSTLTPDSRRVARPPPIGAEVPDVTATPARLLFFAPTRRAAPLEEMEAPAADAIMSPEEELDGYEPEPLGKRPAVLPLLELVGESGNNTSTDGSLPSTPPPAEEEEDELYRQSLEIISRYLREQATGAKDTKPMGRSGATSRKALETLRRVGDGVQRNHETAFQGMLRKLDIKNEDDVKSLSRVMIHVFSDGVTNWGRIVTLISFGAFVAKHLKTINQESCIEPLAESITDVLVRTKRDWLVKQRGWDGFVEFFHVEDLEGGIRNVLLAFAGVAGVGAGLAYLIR
BCLXL inh: Bcl-xL (human) inhibition; Q07817; GST-Bcl-xL / FITC-Bim BH3 peptide fluorescence polarization; inhibition, % at 10.9 µM; 320,000 tested, 0.7% active;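 active = inhibition above the mean of all tested compounds plus 3 SD, cutoff set per campaign, cut at about 30% in these data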;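 note: 0% = DMSO wells and 100% = unlabeled Bim-BH3 peptide competitor; inhibitors lower millipolarization by displacing the labeled peptide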
Target sequence (Q07817 whole entry, looked up): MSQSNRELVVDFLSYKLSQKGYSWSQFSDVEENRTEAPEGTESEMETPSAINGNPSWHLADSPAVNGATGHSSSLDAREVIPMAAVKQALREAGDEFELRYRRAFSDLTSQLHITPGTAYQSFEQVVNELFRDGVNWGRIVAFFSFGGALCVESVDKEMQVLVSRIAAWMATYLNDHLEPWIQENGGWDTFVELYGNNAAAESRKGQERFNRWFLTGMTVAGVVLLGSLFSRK
Fam108B counter: Fam108B inhibition, counter-screen for RBBP9 inhibitors | 300,000 tested, 0.33% active | inhibition, % at 9.51 µM | recombinant Fam108B, FP-Rh probe fluorescence polarization;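 active = inhibition above the screen mean inhibition plus 3 SD, computed separately per campaign, cut at about 18% in these data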;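 note: inhibitors lower polarization as less probe binds the enzyme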
GRK2 inh: inhibitors of human GRK2 displacing RNA aptamer | bead flow cytometry, FAM-aptamer displacement from GRK2 | inhibition of aptamer binding, % at 10 µM | 330,000 tested, 0.59% active;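 active = inhibition of aptamer binding above 40%, roughly 3 SD of noise, on plates passing a quality check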;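 note: median bead fluorescence of bound FAM aptamer so fluorescent compounds give negative values; no value below 0 was filed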
AGP1 TOR yeast: yeast TOR pathway AGP1-GFP modulation | S. cerevisiae AGP1-GFP multiplex flow cytometry, 3 h; GFP as percent of DMSO wells | GFP response vs DMSO, % at 10 µM | 320,000 tested, 0.02% active | AID 2066;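 active = GFP response relative to DMSO above a set limit, near screen average plus 3 SD, cut at about 150% in these data; inconclusive = fewer than 70 cells counted for the yeast strain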;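 note: median GFP channel fluorescence of the gated AGP1 strain per well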
MEX-5 binding: C. elegans MEX-5 TCR-2 RNA binding activity. 300,000 tested, 0.38% active. activity score (negative = inhibition of binding), % at 10 µM. AID 1832. MEX-5/FITC-TCR2 RNA binding, fluorescence polarization; stronger effect = lower value;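 active = inhibition past about -25% in most replicates, and total fluorescence under double the plate's negative control median, limit read from the data; inconclusive = replicates evenly split on the limit, or fluorescence at least double controls; inactive = too little inhibition in most replicates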;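 note: 0% = DMSO and -100% = 5 µM competing unlabeled TCR2 RNA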
Target sequence (Q9XUB2 whole entry, looked up): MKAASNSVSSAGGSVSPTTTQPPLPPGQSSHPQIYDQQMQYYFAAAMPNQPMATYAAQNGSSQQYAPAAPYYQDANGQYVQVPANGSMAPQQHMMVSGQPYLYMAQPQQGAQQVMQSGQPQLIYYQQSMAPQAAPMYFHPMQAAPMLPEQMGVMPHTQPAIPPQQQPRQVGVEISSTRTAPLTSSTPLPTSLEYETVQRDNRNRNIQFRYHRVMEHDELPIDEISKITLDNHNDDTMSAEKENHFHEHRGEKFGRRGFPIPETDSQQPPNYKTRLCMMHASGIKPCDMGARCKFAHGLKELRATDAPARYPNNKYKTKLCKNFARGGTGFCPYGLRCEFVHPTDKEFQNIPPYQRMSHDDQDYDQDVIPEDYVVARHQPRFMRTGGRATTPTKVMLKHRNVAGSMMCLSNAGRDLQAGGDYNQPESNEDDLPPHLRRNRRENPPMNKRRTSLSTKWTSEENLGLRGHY
CIT2-GFP yeast: yeast TOR pathway CIT2-GFP modulation; GFP response vs DMSO, % at 10 µM; 320,000 tested, 0.065% active; S. cerevisiae CIT2-GFP strain, flow cytometry, 3 h; 100 means same as DMSO wells;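 active = GFP response relative to DMSO above a set limit, near the screen mean plus 3 SD, cut at about 150% in these data; inconclusive = Fewer than 70 cells measured for a yeast strain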;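 note: ratio of well median GFP fluorescence to mean of DMSO wells on the plate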
GLD-1 TGE inh: GLD-1-TGE RNA interaction inhibition (C. elegans); AID 2280; Q17339; 320,000 tested, 0.44% active; purified GLD-1 + fluorescein TGE RNA, fluorescence polarization; inhibition, % at 5.96 µM;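 active = percent inhibition above a per-plate cutoff, the plate mean of test compounds plus 3 SD, cut at about 30% in these data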;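 note: 0% = DMSO wells with GLD-1 and probe and 100% = wells lacking GLD-1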
VLA-4 inh: inhibition in a human VLA-4 binding assay; P13612; VLA-4 expressing cells, ligand binding flow cytometry; inhibition, % (about 7 µM as worked out from the volumes in the protocol); 330,000 tested, 0.2% active; AID 2557; in the data active = inhibition above about 50%
* marks the source's active call; other numbers are inactive results; ? = inconclusive; . = no result given; [ ] = remark or other dose.

SMILES	MCL1-BIM inh	BCLXL inh	Fam108B counter	GRK2 inh	AGP1 TOR yeast	MEX-5 binding	CIT2-GFP yeast	GLD-1 TGE inh	VLA-4 inh
Cc1ccc(NC(=O)c2cc(C)on2)cc1	0	3	-1	1	105	-1.0	96	3	.
O=C(NN1CCOCC1)c1cnn2c(C(F)F)cc(-c3ccccc3)nc12	-5	-2	-3	1	96	1.5	96	-6	29
CCC1(CC)Nc2ccccc2C(=O)N1c1ccc(NC(C)=O)cc1	11	1	8	3	111	3.4	119	-5	-8
CC(C)Nc1nc(Cl)nc(NNC(=O)C(C)Oc2ccccc2)n1 (stereo unspecified)	8	6	-4	13	104	0.1	98	1	11
CC1CN(Cc2ccc(Cl)cc2Cl)CC(C)O1 (stereo unspecified)	7	7	4	2	90	-1.2	96	-3	4
CCSc1nnc(NC(=O)CSc2sc3c(O)cc(=O)[nH]c3c2C#N)s1	30	22	6	8	105	-0.2	100	4	-3
CSc1ccc(-c2nnn(Cc3ccc(C)cc3)n2)cc1	1	5	2	0	96	0.1	97	1	18
O=C(NCCC1CCCCN1S(=O)(=O)c1ccccc1)C(=O)NCc1cccnc1 (stereo unspecified)	-2	4	-1	1	110	-2.4	108	-1	4
COc1ccc(CNc2ccc3c(c2)CCC3)cc1Br	20	13	9	0	97	1.5	94	-39	-18
CCOc1ccc(Nc2ncnc3c2cnn3-c2ccccc2)cc1	0	4	1	4	105	2.4	103	5	45
CCC(C)c1ccc(NC(=S)N2CCN(S(C)(=O)=O)CC2)cc1 (stereo unspecified)	9	3	-2	2	89	-0.7	84	-3	4
CC(Sc1nc(-c2ccc(F)cc2)cs1)C(=O)Nc1ccc(Cl)cn1 (stereo unspecified)	-5	5	4	0	96	-0.3	91	-5	0
CCc1ccc(OCC2Cn3c(nc4c3c(=O)[nH]c(=O)n4C)O2)cc1 (stereo unspecified)	.	.	.	0	102	-1.0	108	.	0
O=C(/C=C/c1cccs1)NCc1ccc2c(c1)OCO2	-4	4	-1	1	101	0.6	91	5	-7
CCN1CCN(c2ccc(NC(=O)c3ccc(F)cc3)cc2Cl)CC1	0	2	-3	1	97	1.0	96	-2	1
COc1ccc(CNC(=O)C[C@H]2C(=O)N(C3CCCCC3)C[C@@H]2Cc2ccccc2)cc1	0	2	3	0	87	1.7	96	-1	-3
CCOC(=O)c1c(CNc2ccncc2)n(C)c2cc(Br)c(O)cc12	6	2	2	0	92	0.2	86	-4	-18
COc1cc(/C=N/NC(=O)c2ccncc2)ccc1OC(=O)c1cccc(Br)c1	3	0	-13	0	94	-2.9	96	-5	1
COc1ccc(NC(=O)COc2cccc(-n3cnnn3)c2)cc1Cl	1	2	3	0	111	0.3	113	1	3
CC(C)CN(CCC(=O)O)CC(C)C	9	8	1	2	107	-0.3	105	1	10
COc1ccc(NS(=O)(=O)c2ccc(O)c(NS(=O)(=O)c3ccc(NC(C)=O)cc3)c2)cc1	.	.	.	1	103	.	113	-3	1
Cc1nc2sccn2c(=O)c1Cl	6	6	1	0	99	-3.7	104	-1	7
CCC(C)SCC(=O)Nc1ccc(S(=O)(=O)N2CCOCC2)cc1OC (stereo unspecified)	-2	-2	-2	0	97	0.8	88	-3	6
COc1ccc(N(CC(=O)NC(C)C)S(=O)(=O)c2ccc(NC(C)=O)cc2)cc1	10	4	-5	1	102	2.2	95	3	7
CCOC(=O)C1=C(C)NC2=C(C(=O)CCC2)C1c1cccs1 (stereo unspecified)	-1	1	6	4	82	1.1	88	1	31
SMILES	MCL1-BIM inh	BCLXL inh	Fam108B counter	GRK2 inh	AGP1 TOR yeast	MEX-5 binding	CIT2-GFP yeast	GLD-1 TGE inh	VLA-4 inh
COc1ccc(C)cc1S(=O)(=O)Nc1cccc(SC)c1	5	1	0	2	111	1.5	115	2	4
Cc1ccc(NC(=O)c2cc(S(=O)(=O)NCCc3ccccc3)ccc2F)cc1Cl	-2	1	-46	5	99	0.1	98	4	5
Clc1cccc(OCCN2CCN(CCOc3cccc(Cl)c3)CC2)c1	13	8	-2	0	104	-1.9	104	2	-6
CCNC(=O)CCSc1nc(C)cc(C)n1	-1	4	1	1	97	0.1	90	-6	-2
O=c1c(S(=O)(=O)c2ccc(Cl)cc2)cn(Cc2ccccc2)c2ccc(F)cc12	3	3	-3	4	130	-3.2	92	4	14
Cc1noc(C)c1COC(=O)CCC(=O)c1ccc(F)cc1	5	0	3	0	99	0.4	95	3	5
C/C(=N\NC(=O)C(=O)Nc1cccc(Cl)c1)c1ccncc1	2	9	0	0	14[may fluoresce violet]	0.9	?	2	5
CC(C)CCNC(=O)CCNS(=O)(=O)c1ccc(Cl)cc1	-4	4	-2	0	104	-0.6	104	1	0
O=C(NC1CCCCC1)c1ccc(S(=O)(=O)N2CCOCC2)cc1	-2	1	4	0	104	-1.4	103	7	9
CC(C)[C@@H](CSc1ccccc1)N1CCN(Cc2ccccc2)CCC1=O	-9	-5	1	2	96	-2.0	102	-3	2
O=C(NCc1ccccn1)c1c(O)c2c([nH]c1=O)CCCC2	6	3	-3	0	102	-1.0	95	1	7
Cc1cccc(NC(=O)c2ccc3ccccc3n2)c1C	-13	-1	-6	0	90	-3.3	92	2	-1
CC(=O)C1=C(C)NC(SCc2cccc3ccccc23)=C(C#N)C1c1ccco1 (stereo unspecified)	-14	1	-9	2	106	2.3	106	-1	8
O=C(COc1cc(Cl)c(Cl)cc1Cl)NC(=O)NC1CCCC1	-2	4	1	0	96	1.6	99	-2	11
O=C(Nc1ccc(NC(=O)C2CC2)nc1)c1ccco1	7	6	2	0	103	1.5	97	2	-3
Cc1cc(C)n(C(=O)CNC(=O)c2cccs2)n1	6	5	3	2	99	-4.4	102	1	-6
O=C(Nc1nnc(S(=O)(=O)N2CCCCCC2)s1)c1ccccc1F	2	1	0	1	95	0.9	94	6	48
COC(=O)c1sc(S(=O)(=O)N2CC(C)OC(C)C2)c(C(=O)OC)c1C (stereo unspecified)	1	1	.	3	95	.	92	-3	-13
CCOC(=O)c1c(NC(=O)CSc2nnc(-c3ccc(C)cc3)o2)sc(C(C)=O)c1C	-1	-2	0	3	89	.	89	-7	8
Cc1c(Cl)cccc1NC(=O)CC(C(=O)O)C1CCCO1 (stereo unspecified)	11	6	-2	0	102	1.7	106	-4	13
COc1ccc(/C=N/N(C)c2cc(=O)n(C)c(=O)[nH]2)cc1OC	9	-2	-4	0	94	1.0	97	7	17
Cc1ccc(SCC(=O)OCC(=O)NCCC2=CCCCC2)cc1	-9	-7	-3	1	90	1.4	93	-1	5
O=Nc1c(O)[nH]c2ccc(F)cc12	15	10	9	0	97	1.0	100	5	1
COc1ccc(OC)c(S(=O)(=O)N2c3cc(F)ccc3CCC2C)c1 (stereo unspecified)	4	5	0	2	98	0.6	102	4	-1
CC(C)CNC(=O)COCc1cc(-c2ccc3c(c2)OCO3)on1	-1	-3	-2	1	97	1.0	105	-4	6

Reprinted from the part before: 3 compounds, followed by the next part.
SMILES	MCL1-BIM inh	BCLXL inh	Fam108B counter	GRK2 inh	AGP1 TOR yeast	MEX-5 binding	CIT2-GFP yeast	GLD-1 TGE inh	VLA-4 inh
O=Nc1c(O)[nH]c2ccc(F)cc12	15	10	9	0	97	1.0	100	5	1
COc1ccc(OC)c(S(=O)(=O)N2c3cc(F)ccc3CCC2C)c1 (stereo unspecified)	4	5	0	2	98	0.6	102	4	-1
CC(C)CNC(=O)COCc1cc(-c2ccc3c(c2)OCO3)on1	-1	-3	-2	1	97	1.0	105	-4	6
CCCCOc1ccc(C(=O)NCC(=O)NC(C)CCc2ccccc2)cc1 (stereo unspecified)	.	.	.	0	82	-1.3	82	.	-1
CCN(CC)C(=O)CSc1n[nH]c(=O)n1CCc1ccccc1	-5	-2	-1	1	109	-1.1	102	-2	0
Cc1sc2nc(COC(=O)c3ccc(N4CCCC4)c([N+](=O)[O-])c3)[nH]c(=O)c2c1C	-7	6	-8	1	103	-5.1	94	-3	.
Cc1ccc(C(C)C)c(Oc2nnnn2-c2ccccc2)c1	2	-1	0	6	98	3.2	104	-4	-3
COC(=O)c1cc(S(=O)(=O)N2CCN(c3cccc(C)c3)C(C)C2)c[nH]1 (stereo unspecified)	6	8	3	3	101	4.5	110	4	16
COc1ccc(C2Nc3ccccc3C(=O)N2O)cc1CN1CCOCC1 (stereo unspecified)	10	4	2	4	93	-0.7	111	2	2
O=C(O)CSC(=S)N1CCCC1	0	1	2	1	109	-0.1	107	3	-4
COc1ccc(-c2csc3nc(C)nc(N4CCN(C(C)=O)CC4)c23)cc1OC	-2	-8	6	0	102	-1.2	101	1	13
O=C(COC(=O)Cc1cccs1)Nc1cccc(S(=O)(=O)N2CCOCC2)c1	-5	-1	-1	0	102	1.9	100	0	-8
Cc1cc(C)c(C)c(S(=O)(=O)Nc2cccnc2)c1C	-3	1	-2	2	.	3.2	.	2	2
CC(=O)N1CCN(C2=Nc3cccc4cccc2c34)CC1	36	37*	-2	3	98	-21	105	43*	7
N#CC1=C(N)OC2=C(C(=O)CCC2)C12CCN(C(=O)OCc1ccccc1)CC2	-2	1	-1	0	101	-1.0	96	10	9
C=CCN1CCN(C(=O)c2ccc(-c3ccccc3)cc2)CC1	17	5	-3	0	101	-1.1	106	4	-8
CC1(C(=O)NC2CCCC2)CCC(=O)N1Cc1ccccc1Cl (stereo unspecified)	-4	2	-2	0	92	-1.5	87	4	3
CS(=O)(=O)c1ccc(Cl)c(NC(=O)c2ccc3ccccc3c2)c1	0	4	3	3	95	-1.8	91	-1	12
O=C(O)c1cccc(N=C2NC(=O)C(CO)(CO)S2)c1	4	1	4	0	98	0.8	103	-4	1
Cc1ccc(C(=O)N/N=C\c2cc3c(cc2Br)OCO3)cn1	9	9	5	5	99	-1.2	104	10	-3
O=C(O)CCCCCN1C(=O)C(O)=C(C(=O)/C=C/c2ccccc2)C1c1cccc([N+](=O)[O-])c1 (stereo unspecified)	3	3	-1	5	96	-2.4	99	9	20
CC(C)Cn1c(=O)[nH]c2ccccc21	9	1	-3	0	85	.	88	3	-6
CCCc1cc(C(N)=O)c(NC(=O)C2CCCO2)s1 (stereo unspecified)	17	14	1	2	107	-2.4	109	8	1
CCOCCCN(C(=O)CCC(=O)Nc1cc(C)on1)C(C(=O)NC(C)(C)C)c1ccccc1Cl (stereo unspecified)	-8	-6	-7	0	96	-3.3	101	-9	9
COc1cccc(CNn2c(-c3cccc(C)c3)nc3ccccc3c2=O)c1	3	4	-2	0	90	-0.6	84	0	4
CCC1CN(C(=O)N2CCC(C(=O)NCc3ccco3)CC2)c2ccccc2O1 (stereo unspecified)	-2	5	-4	5	109	-1.0	117	6	9
NS(=O)(=O)c1cnccc1Nc1cccc(F)c1	-4	-1	1	0	112	2.4	101	-4	-3
COc1ccc(N2CCN(S(=O)(=O)CCNC(=O)COc3cccc(OC)c3)CC2)cc1	-6	0	2	0	96	-3.6	102	3	-1
CS(=O)(=O)N(CC(=O)N1CCOCC1)c1cccc([N+](=O)[O-])c1	2	7	5	0	106	-1.6	103	0	3
COc1cc(OC)c2c3c(c(C4CCCCC4)nc2c1)CCC3	17	4	1	0	88	0.2	89	-1	-1
Cc1cccc(-c2n[nH]c(=S)n2/N=C/c2ccc(C)o2)c1	-17	-26	4	47*	88	-2.3	95	-2	-2

Screening results (PubChem BioAssay)
